Bioassay records: PubChem, National Center for Advancing Translational Sciences (NCATS)
TRb SRC2 PPI – disrupts binding of human TR beta to SRC2 | TRbeta-SRC2 peptide binding, fluorescence polarization; receptor liganded with 1 µM T3 | actives 0.065% (n = 280,000) | Potency, µM (highest dose often 106 µM), for the others: top-dose activity change, negative = inhibition, most hits filed as inhibitors;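 also: potency is read from the fitted curve at half-maximal effect; plate controls were bound peptide for no effect and peptide without receptor for full effect; nearly all actives have a fitted effect of over 50% in size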
Target sequence (P10828 whole entry, looked up): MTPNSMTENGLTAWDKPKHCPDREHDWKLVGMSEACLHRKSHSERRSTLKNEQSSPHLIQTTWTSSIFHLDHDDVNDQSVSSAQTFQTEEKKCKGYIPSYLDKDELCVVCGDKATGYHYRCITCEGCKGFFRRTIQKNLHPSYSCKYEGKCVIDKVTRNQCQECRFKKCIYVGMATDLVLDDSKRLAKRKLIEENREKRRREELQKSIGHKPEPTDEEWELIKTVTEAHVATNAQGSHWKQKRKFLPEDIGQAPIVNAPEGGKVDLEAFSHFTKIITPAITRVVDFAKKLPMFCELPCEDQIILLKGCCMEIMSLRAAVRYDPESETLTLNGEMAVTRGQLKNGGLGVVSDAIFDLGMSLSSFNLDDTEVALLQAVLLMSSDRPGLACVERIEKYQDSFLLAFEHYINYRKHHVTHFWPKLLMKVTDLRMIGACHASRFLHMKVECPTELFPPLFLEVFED
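Fluorescence polarization of 20 nM Texas Red SRC2 peptide with 0.6 uM human TRb ligand-binding domain, in Tris buffer with 1uM T3 and 5% DMSO. Incubated 5 hr ambient; normalized to unbound and bound controls.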
Tau fluor counter – counter-screen for tau fibril formation inhibitors. tau K18 P301L (four-repeat tau fragment) Alexa594 fluorescence, heparin fibrillization. Potency, µM (series often up to 57.7 µM), without a hit: top-dose activity change, negative = decrease. actives 0.93% (n = 280,000). AID 1463; also: potency is read from the fitted curve at half-maximal effect; % is scaled to controls: 0 for no effect and ±100 for the full control effect; nearly all actives have a fitted effect of over 55% in size
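Human K18 P301L tau (15 uM unlabeled plus 0.24 uM Alexa 594-labeled, final) in 100 mM sodium acetate pH 7 was mixed with compound and 20 uM heparin and incubated 6 hr at 37 C.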
NPSR antagonist – neuropeptide S receptor (human) antagonism, cAMP; Q6W5P4; CHO-NPSR cells, cAMP TR-FRET, antagonist mode; Potency, µM (titrated, usually from 38.3 µM), for inactives: at the top dose activity change, negative = inhibition, most hits filed as inhibitors; actives 1% (n = 220,000); also: potency is read from the fitted curve at half-maximal effect; % is scaled to controls: 0 for no effect and ±100 for the full control effect; nearly all actives have a fitted effect of over 50% in size; many of its hits are not listed in these tables
Target sequence (Q6W5P4 whole entry, looked up): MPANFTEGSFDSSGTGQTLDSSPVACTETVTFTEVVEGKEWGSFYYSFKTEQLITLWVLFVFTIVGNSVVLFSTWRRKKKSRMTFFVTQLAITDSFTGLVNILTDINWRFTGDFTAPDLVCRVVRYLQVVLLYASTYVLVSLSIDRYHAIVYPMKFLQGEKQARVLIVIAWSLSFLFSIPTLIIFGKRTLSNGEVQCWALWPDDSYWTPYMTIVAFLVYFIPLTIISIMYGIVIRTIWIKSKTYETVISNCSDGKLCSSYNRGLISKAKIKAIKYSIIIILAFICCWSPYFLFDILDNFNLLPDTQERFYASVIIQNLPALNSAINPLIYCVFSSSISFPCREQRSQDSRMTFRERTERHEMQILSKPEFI
CBFb-RUNX1 inh – CBF-beta/RUNX1 interaction disruption; Q01196+Q13951; AlphaScreen CBFb-His/RUNX1-biotin binding, biochemical; Potency, µM (doses to about 59.8 µM), for inactives: at the top dose activity, negative = inhibition, hits mostly inhibitors; 230,000 tested, under 10 active; also: % of control where 0% means no effect
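Proteins preincubated together for 20 min at RT before compound addition; 15 min later, nickel and streptavidin beads were added and left 90 min prior to AlphaScreen measurement.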
Epigenetic derep – derepresses silenced GFP reporter in murine cells. murine LDR cells, GFP reporter derepression, 30 h. Potency, µM (highest dose often 53.9 µM), for the others: top-dose GFP activation, most hits filed as activators. actives 0.2% (n = 280,000); also: potency is read from the fitted curve at half-maximal effect; % of control where 0% means no effect; nearly all actives have a fitted effect of over 60% in size
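Murine LDR cells carrying a silenced, genomically integrated CMV-driven GFP reporter were exposed to compound for 30 hours at 37 C. After PBS washes, GFP-positive cells (20–120 um objects) were counted by laser-scanning microplate cytometry.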
TexasRed fluor – alters Texas Red total fluorescence, flagging assay interference; TRb/SRC2 Texas Red total fluorescence interference; Potency, µM (series often up to 106 µM), for inactives: at the highest dose fluorescence change, negative = quenching; actives 0.29% (n = 280,000); AID 1479; active = well fitted curve in either direction with a large enough effect; inconclusive = small, poorly fitted or top-dose-only effect; also: potency is read from the fitted curve at half-maximal effect; % is scaled to controls: 0 for no effect and ±100 for the full control effect
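Flags fluorescent or light-absorbing compounds by total fluorescence, S + 2P, at 555 nm excitation and 632 nm emission. Mixture: 20 nM Texas Red SRC2 peptide, 0.6 uM human TRb LBD, 1 uM T3, 5% DMSO; compound exposure 5 h at ambient temperature.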
Tau FP inhib – blocks human tau fibril formation measured by polarization; AID 1468; P10636; actives 0.39% (n = 280,000); K18 P301L tau heparin fibrillization, Alexa594 FP, 6 h; Potency, µM (doses to about 57.7 µM), without a hit: at the top dose activity, negative = inhibition, most hits filed as inhibitors; also: potency is read from the fitted curve at half-maximal effect; % is scaled to controls: 0 for no effect and ±100 for the full control effect; nearly all actives have a fitted effect of over 55% in size
Target sequence (P10636 561-689 P618L limits assumed): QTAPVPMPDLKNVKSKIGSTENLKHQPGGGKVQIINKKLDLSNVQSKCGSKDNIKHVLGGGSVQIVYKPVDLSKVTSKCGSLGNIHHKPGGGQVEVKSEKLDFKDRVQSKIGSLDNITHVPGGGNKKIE
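Read-out: fluorescence polarization of Alexa 594-labeled tau (0.24 uM), 555 nm excitation, 632 nm emission. Mixtures held 15 uM unlabeled K18 P301L, compound and 20 uM heparin, pH 7 acetate buffer, incubated 6 hr at 37 C.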
aGal spleen mod – alpha-galactosidase A (human) modulation; human spleen homogenate, 4MU-alpha-Gal fluorescence, 40 min; Potency, µM (doses to about 80 µM), without a hit: at the highest dose activity change, negative = inhibition, usual class: inhibitors; P06280; AID 2107; actives 0.008% (n = 240,000);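 also: potency is read from the fitted curve at half-maximal effect; 0% = enzyme with vehicle and -100% = no enzyme basal signal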
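Spleen homogenate 1 ug + cpd (titration) + 4-MU-alpha-D-galactopyranoside 1 mM; 37C 40 min; 50 mM citrate/phosphate pH 5.0, 0.01% Tween-20; stop pH 10; fluorescence 365/440; AC50 via Hill.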
Active calls of the source: *; ? = inconclusive; . = no result given; [ ] = another dose, or the depositor's remark. Unless noted, calls follow the shape of the dose curve; as a rule, active = well fitted curve in the direction sought with a large enough effect; inconclusive = small, poorly fitted or top-dose-only effect, or another doubt; inactive = no such curve, though single readings can be large; an effect the other way counts as inactive or inconclusive. Not all compounds are listed; count on the stated rates, not on these rows.

SMILES	TRb SRC2 PPI	Tau fluor counter	NPSR antagonist	CBFb-RUNX1 inh	Epigenetic derep	TexasRed fluor	Tau FP inhib	aGal spleen mod
COc1ccc(-n2cnnc2SCC(=O)N(C)C2CCS(=O)(=O)C2)cc1 (stereo not given)	-7.5%	6.4%	0.9%[46.1 µM]	-4.5%	-1.1%	2.6%	2.1%	9.4%
CCOC(=O)c1c(CSC(=N)N)n(C)c2cc(Br)c(OC(C)=O)cc12	0.9%	?	-32.5%	6.6%	5.3%	-1.2%	0.7%	0.5%
CN(c1ccccc1C(=O)NCC1CCCO1)S(C)(=O)=O (stereo not given)	-9.7%	-5.0%	2.1%[46.1 µM]	14.2%	4.3%	-3.7%	11.8%	-9.8%
CC(C)CCN1CCN(C2CSCCSC2)CC1CCO (stereo not given)	6.8%	-4.7%	-14.8%	0.1%	1.1%	3.8%	2.3%	-1.2%
Cc1ccc(C(=O)Nc2ccc3nc(C)sc3c2)s1	4.4%	-19.3%	-26.1%[46.1 µM]	5.4%	0.0%	-1.0%	-13.8%	3.6%
CCOc1ccccc1NC(=O)N1CCCC(c2nc3c(nnn3Cc3ccc(C)cc3)c(=O)[nH]2)C1 (stereo not given)	-2.5%	-4.9%	?	7.6%	-2.4%	0.8%	12.7%	3.7%
Cc1ccc(C(=O)Nc2ccc3c(c2)N(C)C(=O)c2ccccc2S3)cc1	-2.0%	?	.	.	-1.3%	0.6%	?	.
Cc1cc(C)c(C#N)c(SCc2nc3ccccc3c(=O)[nH]2)n1	-2.4%	-12.2%	11.8%	7.5%	?	-2.8%	-2.7%	0.6%
CCOc1ccc(CCNC(=O)c2ccc(CS(=O)(=O)c3ccccc3C)o2)cc1OCC	-4.5%	-13.2%	.	.	2.2%	-21.5%	5.9%	.
CCOC(=O)C1CCCN(c2c(NCCCN(CC)c3ccccc3)c(=O)c2=O)C1 (stereo not given)	1.6%	-21.6%	-20.2%[46.1 µM]	-2.2%	0.6%	0.2%	1.8%	-3.4%
COC/C=C/C1=CC2=CC(=O)C(C)(OC(=O)c3cnc4ccccc4n3)C(=O)C2=CN1c1cccc(C#N)c1 (stereo not given)	0.5%[11.2 µM]	-10.7%[11.6 µM]	.	-1.9%[13.1 µM]	.	-2.5%[11.2 µM]	-1.9%[11.6 µM]	-2.5%[17.5 µM]
CCOC(=O)c1c(-c2cccs2)csc1NC(=O)c1ccncc1	-5.6%	-9.7%	?	2.4%	-2.1%	-0.1%	-4.9%	-3.3%
CC1CCCC(C)N1CC(O)COc1c(F)cc(Br)cc1F (stereo not given)	5.2%	-4.4%	3.9%	7.2%	-2.6%	3.9%	0.9%	1.9%
Cc1cc2n(n1)C(c1cn(-c3ccccc3)nc1C)Nc1ccccc1-2 (stereo not given)	2.5%	-18.9%	-3.8%[46.1 µM]	-14.6%	-0.4%	-1.2%	-9.4%	-8.6%
Cc1ccc(N2CC(C(=O)NCCc3ccc(S(N)(=O)=O)cc3)CC2=O)cc1 (stereo not given)	-2.7%	-3.8%	-3.7%[46.1 µM]	4.0%	-1.1%	-1.5%	-6.1%	-0.9%
COc1ccc(C2C=C(c3ccc(C)c(C)c3)Nc3ncnn32)c(OC)c1OC (stereo not given)	-0.4%	-11.1%	-3.4%[46.1 µM]	-4.4%	1.0%	-1.6%	-2.9%	-5.8%
COc1nc(C)nc2c1sc(=S)n2C	7.3%	-14.0%	0.4%[46.1 µM]	8.4%	4.3%	2.4%	-12.9%	4.3%
CCN(CC)S(=O)(=O)c1cccc(C(=O)NCCCN2CCOCC2)c1	4.0%	10.1%	-3.8%[46.1 µM]	-1.8%	2.0%	4.0%	-2.2%	7.5%
Cc1ccc(-c2ccc(/C=N/O)o2)cc1[N+](=O)[O-]	7.1%	-9.7%	4.0%	-4.3%	1.1%	-4.0%	-1.6%	7.2%
CCOC(=O)N1CCN(C(=O)CN(c2ccccc2)S(C)(=O)=O)CC1	-4.6%	14.9%	9.4%	0.0%	-1.3%	-1.7%	2.0%	-6.9%
CC(C)c1onc(C(=O)Nc2sc3c(c2C#N)CCC3)c1[N+](=O)[O-]	-12.4%	-18.1%	-26.1%	?	-4.1%	-2.1%	1.4%	2.2%
Cc1cc(NN)nc2ccc(Cl)cc12	-4.0%	1.5%	20.7%	1.7%	-1.3%	-1.0%	-10.3%	1.3%
Cc1ccc(-n2c(SCC(=O)N3CCOCC3)nnc2-c2ccncc2)cc1C	0.7%	1.5%	7.3%	11.1%	0.0%	-1.2%	3.3%	0.8%
COc1ccc(N2CCN(CCCNC(=O)C3COc4ccc(OC)cc4C3)CC2)cc1 (stereo not given)	9.2%	-12.5%	.	.	0.0%	-4.8%	-2.9%	.
COCCCNC(=O)CSc1ccsc1[N+](=O)[O-]	5.5%	-1.3%	17.6%	10.2%	-5.1%	-2.0%	-5.0%	-2.9%
Other records
SMILES	TRb SRC2 PPI	Tau fluor counter	NPSR antagonist	CBFb-RUNX1 inh	Epigenetic derep	TexasRed fluor	Tau FP inhib	aGal spleen mod
OCCC#Cc1ccc(CN2CCN(C3CCCCC3)C(CCO)C2)cc1 (stereo not given)	-4.3%	-2.2%	-12.8%	-4.6%	6.1%	0.7%	8.9%	4.6%
Cc1cccc(N2CCN(S(=O)(=O)c3cc(Cl)ccc3Cl)CC2)c1C	3.2%	-19.2%	.	.	-1.1%	-11.8%	-5.0%	.
COc1ccc(CCNC(=O)Cc2c(C)c3cc4c(C)coc4cc3oc2=O)cc1OC	-0.3%	-4.1%	.	.	-2.4%	0.3%	3.3%	.
Cc1c(C)n(C(=O)CN2CCN(c3ccccn3)CC2)c2ccccc12	7.0%	-14.2%	-13.7%[46.1 µM]	-6.5%	1.8%	-1.8%	-3.1%	-2.2%
COc1cccc(NC(=O)Cn2c(=O)n(Cc3ccc4c(c3)OCO4)c(=O)c3oc4ccccc4c32)c1	11.2%	?	.	.	2.7%	-1.9%	28.2µM*	.
Cc1[nH]n(-c2ccccc2)c(=O)c1/C=N/Nc1nncc(-c2ccccc2)n1	-8.3%	?	-20.5%[46.1 µM]	?	0.0%	-17.6%	2.6%	-2.1%
CC(NC(=O)COc1ccccc1-c1ccccc1)c1ccccc1 (stereo not given)	2.7%	-10.1%	-38.6%	-2.6%	3.3%	-0.4%	-2.1%	-0.8%
COc1cc(C(=O)OCC(=O)NCc2ccccc2)cc(NC(=O)c2ccco2)c1OC	-7.3%	-5.0%	-9.1%[46.1 µM]	5.0%	10.0%	-2.9%	1.1%	1.1%
COc1ccc(CN2C3CCCC2CC(NC(=O)Nc2cccc(C)c2)C3)cc1 (stereo not given)	0.2%	-15.9%	-10.3%[46.1 µM]	0.2%	-0.8%	-6.3%	-5.4%	0.8%
C/C(=N\NC(=O)c1nnn(-c2nonc2N)c1COc1ccc(F)cc1)c1ccc(Cl)cc1	-1.2%	-6.0%	11.4%	-2.4%	0.7%	-0.3%	-12.2%	-7.0%
CCCCOc1ccccc1NC(=O)c1ccc(=O)[nH]c1	-26.9%	3.5%	14.5%[46.1 µM]	8.7%	0.0%	-2.4%	8.9%	17.2%
Nc1ccccc1Oc1ccc2ccccc2c1	-2.0%	10.2%	7.8%	1.5%	-1.5%	-3.4%	1.7%	0.5%
Cn1c(CSCc2ccccc2Cl)nnc1SCC(=O)Nc1nccs1	-3.3%	-3.3%	-13.6%[46.1 µM]	4.2%	1.2%	-8.1%	-5.3%	2.6%
C=C[C@@]1(C)CC[C@H]2C(=CC[C@@H]3[C@]2(C)CCC[C@@]3(C)C(=O)O)C1	-4.9%	.	.	18.8%	.	3.3%	.	16.9%
CN1CCN(c2nc3ccccn3c(=O)c2/C=C(\C#N)S(=O)(=O)c2ccccc2)CC1	2.2%	-9.5%	2.0%	0.5%	6.0%	-5.7%	-6.1%	-3.6%
Cc1cc(C(F)F)n2nc(C(=O)Nc3ccc(C(C)C)cc3)nc2n1	-0.5%	-11.1%	.	.	-1.0%	-21.3%	2.4%	.
CCCc1cc(=O)[nH]c(SCc2cccc(C)c2)n1	18.7%	-14.2%	-2.8%[46.1 µM]	1.3%	-4.6%	-0.5%	-0.8%	-1.0%
COc1ccc(CCN=C(N)NS(=O)(=O)c2cccs2)cc1OC	2.0%	-1.9%	4.2%	-0.1%	2.4%	0.0%	1.6%	4.4%
COc1cc(NC(=O)COn2nnc3ccc(S(C)(=O)=O)cc32)cc(OC)c1	2.2%	9.7%	-2.9%	4.9%	2.6%	-0.4%	3.9%	-3.2%
CCOc1ccccc1NC(=O)Cn1cnc2c1c(=O)n(C)c(=O)n2C	-7.7%	-4.4%	.	.	-1.6%	-3.9%	-4.4%	.
Cc1[nH]c2c(C)cccc2c(=O)c1Br	-4.9%	0.8%	-8.2%[46.1 µM]	4.3%	-0.8%	-1.6%	-2.5%	5.0%
COc1ccccc1OCC(=O)Nc1ccc(-c2nnc(-c3ccco3)o2)cc1	3.3%	8.5%	9.6%	-2.3%	1.0%	-0.7%	6.7%	-0.9%
Cc1ccc(N/C(SCc2ccccc2C)=C(/C#N)C(=O)NCc2ccco2)cc1C	0.3%	-15.9%	?	-6.2%	-1.7%	-0.3%	0.6%	-0.4%
COC(=O)C1=C(C)N(Cc2ccco2)C(=O)/C1=C\c1ccc([N+](=O)[O-])cc1	6.8%	?	-58.0%	10.4%	?	-4.6%	?	-8.2%

An excerpt of these results, as labelled records:
SMILES: OCCC#Cc1ccc(CN2CCN(C3CCCCC3)C(CCO)C2)cc1 (stereo not given)
  TRb SRC2 PPI: -4.3%
  Tau fluor counter: -2.2%
  NPSR antagonist: -12.8%
  CBFb-RUNX1 inh: -4.6%
  Epigenetic derep: 6.1%
  TexasRed fluor: 0.7%
  Tau FP inhib: 8.9%
  aGal spleen mod: 4.6%
SMILES: COc1ccccc1OCC(=O)Nc1ccc(-c2nnc(-c3ccco3)o2)cc1
  TRb SRC2 PPI: 3.3%
  Tau fluor counter: 8.5%
  NPSR antagonist: 9.6%
  CBFb-RUNX1 inh: -2.3%
  Epigenetic derep: 1.0%
  TexasRed fluor: -0.7%
  Tau FP inhib: 6.7%
  aGal spleen mod: -0.9%
